MITF primary = MITF inhibitors, primary screen, biochemical, AlphaScreen, human | inhibition, % at 2.6 µM | AlphaScreen MITF homodimerization, bead proximity signal | AID 1259374, 2018 | Microphthalmia-associated transcription factor (Homo sapiens), O75030 | actives 0.91% (n = 650,000); in the data active = inhibition above about 50%;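 note: 0% = vehicle wells with protein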
Target sequence (O75030 whole entry, looked up): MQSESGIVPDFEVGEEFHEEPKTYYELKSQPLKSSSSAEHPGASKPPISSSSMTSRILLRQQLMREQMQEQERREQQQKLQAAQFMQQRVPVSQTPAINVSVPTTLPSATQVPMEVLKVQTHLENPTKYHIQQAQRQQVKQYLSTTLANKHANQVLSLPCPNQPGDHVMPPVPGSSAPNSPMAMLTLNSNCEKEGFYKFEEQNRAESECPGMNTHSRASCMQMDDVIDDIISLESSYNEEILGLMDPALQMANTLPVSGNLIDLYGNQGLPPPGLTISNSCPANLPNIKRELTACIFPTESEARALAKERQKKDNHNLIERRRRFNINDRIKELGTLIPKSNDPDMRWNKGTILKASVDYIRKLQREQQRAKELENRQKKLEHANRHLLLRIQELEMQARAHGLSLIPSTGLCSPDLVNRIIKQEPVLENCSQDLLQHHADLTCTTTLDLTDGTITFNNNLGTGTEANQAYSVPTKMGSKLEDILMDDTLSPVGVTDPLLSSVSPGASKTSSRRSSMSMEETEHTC
GPR151 activ = activators of human GPR151, primary screen, cell-based, PathHunter beta-arrestin, luminescence | actives 1% (n = 650,000) | G-protein coupled receptor 151 (Homo sapiens), Q8TDV0 | activation, % at 11.2 µM | PathHunter beta-arrestin GPR151 cells; in the data active = activation above about 4.9%;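 note: 0% = median of compound wells and 100% = cells with positive control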
Target sequence (Q8TDV0 whole entry, looked up): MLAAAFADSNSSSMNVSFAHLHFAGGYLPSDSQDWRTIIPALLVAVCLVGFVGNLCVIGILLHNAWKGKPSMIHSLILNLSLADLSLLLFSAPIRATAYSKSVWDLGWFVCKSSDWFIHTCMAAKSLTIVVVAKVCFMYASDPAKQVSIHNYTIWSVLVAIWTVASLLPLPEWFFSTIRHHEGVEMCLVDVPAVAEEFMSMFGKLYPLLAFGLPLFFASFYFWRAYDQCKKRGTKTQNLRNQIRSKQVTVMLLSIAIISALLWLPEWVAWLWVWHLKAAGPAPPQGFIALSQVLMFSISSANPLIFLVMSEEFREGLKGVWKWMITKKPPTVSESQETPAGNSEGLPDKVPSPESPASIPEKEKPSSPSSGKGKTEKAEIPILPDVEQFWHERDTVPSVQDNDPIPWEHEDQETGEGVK
TEAD-YAP inh = TEAD-YAP interaction inhibition, primary screen, TEAD-YAP interaction inhibitor project, luminescence, HEK-TIYL cells; inhibition, % at 9.12 µM; TEAD-Gal4/YAP UAS-luciferase luminescence; actives 1.4% (n = 640,000); in the data active = inhibition above about 32%;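 note: 0% = median of test compound wells and 100% = reference inhibitor wells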
FBW7 act = FBW7 E3 ligase activators, primary screen, biochemical, AlphaScreen, human. F-box/WD repeat-containing protein 7 (Homo sapiens), Q969H0. actives 0.13% (n = 650,000). AID 1259310, 2017. normalized activity (activation), % at 26.1 µM. AlphaScreen FBW7–phospho-cyclin E peptide binding, activator screen; in the data active = normalized activity above about 1.9%;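 note: purified mutant Fbw7 with reduced substrate affinity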
* marks the source's active call; other numbers are inactive results.

SMILES | MITF primary | GPR151 activ | TEAD-YAP inh | FBW7 act
CC1(c2ccccc2)CC(C)(C)N(C(=O)c2cccc(Br)c2)c2ccccc21 (centres undefined) | 4 | 0.2 | 10 | -0.1
Nn1c(SCc2nc3ccccc3[nH]2)nnc1-c1cccnc1 | 8 | -1.2 | 15 | 0.1
COC(=O)c1ccccc1SN | 19 | -0.6 | 4 | 0.7
O=C(O)CC(CC(=O)Nc1ccc(C(=O)O)cc1)c1ccccc1 (centres undefined) | 15 | 0.6 | 7 | 0.0
Cc1nnc2c(Nc3ccc4c(c3)OCCO4)nc3ccccc3n12 | 4 | 0.5 | -8 | -0.1
CCOC(=O)N1CCc2c(sc(NCc3ccc(OC)cc3)c2C(=O)Nc2ccc(OC)cc2OC)C1 | -15 | 0.4 | 22 | -0.1
COc1ccc2nc(-c3ccc(Cl)c(NC(=O)c4cc5ccccc5oc4=O)c3)cn2n1 | -7 | 0.3 | -66 | 0.3
CCOC(=O)c1ccccc1NC(=O)CN1CCC(n2nnc3cc(F)ccc32)CC1 | 1 | 2.1 | -1 | -0.1
CC(=O)Nc1ccc(CN2C(=O)C(C)Sc3ccccc32)cc1 (centres undefined) | -4 | 0.6 | -1 | 0.0
O=C(NC1CCCCCC1)C1CCC(=O)N1C1CCCC1 (centres undefined) | -1 | 0.0 | -16 | 0.0
C=CC[C@H]1CC=C[C@@H](CC=C)N1 | -3 | 0.3 | -3 | 0.1
CCn1nc(C)c(NC(=O)Nc2ccc(OC)cc2OC)c1C | 3 | 0.3 | 3 | -0.1
N#Cc1ccc2c(c1)N(Cc1ccc(F)cc1)C(=O)C1CCCN21 (centres undefined) | 3 | 0.7 | 2 | 0.1
CNc1ccc(/C=C2/C(=O)N(C)c3ccccc32)cc1[N+](=O)[O-] | 7 | 0.1 | -1 | 0.0
Cc1ccc(N(CC(O)CN(Cc2ccccc2)Cc2ccccc2)S(=O)(=O)c2ccc([N+](=O)[O-])cc2)cc1 (centres undefined) | 12 | 0.4 | -7 | 0.0
O=C(CN(c1cccc(C(F)(F)F)c1)S(=O)(=O)c1ccccc1)Nc1ccccc1 | 9 | 2.0 | 4 | 0.3
COC(=O)c1ccccc1NC(=O)Cn1cnc2sc(C(N)=O)c(C)c2c1=O | 4 | -0.8 | 8 | 0.0
COc1cccc(N2C(=O)CC(NNC(=O)c3cncc(Br)c3)C2=O)c1 (centres undefined) | 3 | -1.8 | 10 | 0.1
Cc1ccc(NC(=O)CN2CCC(C(=O)NCc3cccnc3)CC2)cc1 | 9 | 0.2 | 8 | -0.1
C=CCn1c(SCC(=O)Nc2c(C)cccc2C)nc2sc3c(c2c1=O)CCC3 | -13 | -0.8 | -3 | -0.2

As a short view, part of the list above.
SMILES | MITF primary | GPR151 activ | TEAD-YAP inh | FBW7 act
CC(=O)Nc1ccc(CN2C(=O)C(C)Sc3ccccc32)cc1 (centres undefined) | -4 | 0.6 | -1 | 0.0
O=C(NC1CCCCCC1)C1CCC(=O)N1C1CCCC1 (centres undefined) | -1 | 0.0 | -16 | 0.0
C=CC[C@H]1CC=C[C@@H](CC=C)N1 | -3 | 0.3 | -3 | 0.1
CCn1nc(C)c(NC(=O)Nc2ccc(OC)cc2OC)c1C | 3 | 0.3 | 3 | -0.1
N#Cc1ccc2c(c1)N(Cc1ccc(F)cc1)C(=O)C1CCCN21 (centres undefined) | 3 | 0.7 | 2 | 0.1
CNc1ccc(/C=C2/C(=O)N(C)c3ccccc32)cc1[N+](=O)[O-] | 7 | 0.1 | -1 | 0.0
Cc1ccc(N(CC(O)CN(Cc2ccccc2)Cc2ccccc2)S(=O)(=O)c2ccc([N+](=O)[O-])cc2)cc1 (centres undefined) | 12 | 0.4 | -7 | 0.0
O=C(CN(c1cccc(C(F)(F)F)c1)S(=O)(=O)c1ccccc1)Nc1ccccc1 | 9 | 2.0 | 4 | 0.3
COC(=O)c1ccccc1NC(=O)Cn1cnc2sc(C(N)=O)c(C)c2c1=O | 4 | -0.8 | 8 | 0.0
COc1cccc(N2C(=O)CC(NNC(=O)c3cncc(Br)c3)C2=O)c1 (centres undefined) | 3 | -1.8 | 10 | 0.1
Cc1ccc(NC(=O)CN2CCC(C(=O)NCc3cccnc3)CC2)cc1 | 9 | 0.2 | 8 | -0.1
C=CCn1c(SCC(=O)Nc2c(C)cccc2C)nc2sc3c(c2c1=O)CCC3 | -13 | -0.8 | -3 | -0.2

(cont.)
SMILES | MITF primary | GPR151 activ | TEAD-YAP inh | FBW7 act
O=c1[nH]c2ncccc2nc1-c1ccccc1 | -14 | -0.4 | -12 | 0.0
O=C(Cn1c(=O)oc2ccccc21)NCCN1CCCc2ccccc21 | 9 | 0.4 | -2 | -0.1
CC12CCC(=O)N1C(C(=O)Nc1nc(-c3ccc(Cl)cc3)cs1)CS2 (centres undefined) | 2 | 0.5 | -9 | 0.1
Cc1cc(NC(=O)CSc2nnc3n(N)c(=O)c4ccccc4n23)no1 | 8 | 0.2 | 2 | 0.6
c1ccc(-n2ncc3c(NCc4ccccn4)nnnc32)cc1 | 2 | -0.5 | -27 | -0.3
O=C(O)c1ccc(Cl)nc1N1CCOCC1 | -11 | 1.5 | 18 | 0.6
COc1ccc(CN(CC(=O)NCc2ccc(F)cc2)C(=O)c2csnn2)cc1 | 2 | -0.2 | 10 | 0.0
COc1cc(/C=N\O)ccc1OCC(=O)O | 22 | 0.5 | 1 | -0.4
CC(=O)c1cccc(N2C(=O)/C(=C/c3cccnc3)SC2=S)c1 | 16 | -1.1 | -8 | 0.1
O=C(CSc1nc2ccc(N3C(=O)c4ccccc4C3=O)cc2s1)Nc1ccccc1F | -2 | 0.6 | 3 | -0.2
O=C(Cc1cccs1)N/N=C\c1cccc(Cl)c1 | -1 | 0.3 | -18 | 0.0
CC1CN(CCC(=O)N2CCC(C(=O)N3CCOCC3)CC2)Cc2cc(Cl)ccc2O1 (centres undefined) | 8 | 1.0 | 0 | 0.1
COCC1CCCN1C(=O)c1cnc2scc(-c3cccc(OC)c3)n2c1=O (centres undefined) | 9 | -0.1 | -2 | 0.1
O=C(NCCc1ccccc1)c1ccc(OC2CCN(C(=O)Cn3cncn3)CC2)cc1 | 0 | -0.1 | 76* | -0.1
Cc1cc(C)nc(NC(=O)C(Cc2ccccc2)N2C(=O)C3CCCCC3C2=O)n1 (centres undefined) | 7 | 0.7 | -9 | 0.6
Cc1ccc([N+](=O)[O-])cc1N=Cc1nc(-c2ccccc2)oc1O | 8 | -1.1 | 0 | 0.0
CC12CC3(C)CC(O)(C1)CC(O)(C2)C3 | 4 | 0.4 | 3 | -0.1
CCCCn1nnnc1SCC(=O)N1C(C)CCCC1C (centres undefined) | -4 | 0.5 | -9 | -0.1
O=C(OCC(=O)c1ccc(Cl)s1)c1cc(=O)c2ccccc2o1 | -9 | 2.0 | -1 | 0.1
CCCCNCCOCCOc1cccc(CC)c1 | 12 | -0.1 | 7 | -0.1
CCOC(=O)c1ccc(-c2ccc(/C=C3/SC(N)=NC3=O)o2)cc1 | 14 | -0.3 | -2 | 0.0
CN(C)C(=O)Cn1c(SCC(=O)Nc2ccc3c(c2)OCO3)nc2ccccc21 | -15 | -0.2 | 11 | 0.1
Cc1ccc(Cl)cc1N(CC(=O)Nc1cccc(Br)c1)S(C)(=O)=O | 6 | 1.6 | -1 | 0.2
O=C(CN1C(=O)C2C3C=CC(C3)C2C1=O)N1CCN(Cc2ccccc2)CC1 (centres undefined) | 4 | 0.3 | -3 | 0.1
CCOc1cc2c(cc1OCC)C(c1ccc3c(c1)OCO3)NCC2 (centres undefined) | 5 | 0.5 | 7 | 0.2
O=C(Nc1cccc(NC(=O)c2ccc3c(c2)C(=O)N(c2nccs2)C3=O)c1)c1ccc2c(c1)C(=O)N(c1nccs1)C2=O | 4 | -0.4 | 2 | 0.0
Cc1ccc(C)c(OCc2ccc(C(=O)Nc3ccc(S(N)(=O)=O)cc3)o2)c1 | 4 | 2.7 | 2 | 0.0
Cc1cc(C)cc(NCc2c(CO)cnc(C)c2O)c1 | 6 | -0.1 | 3 | 0.2
COc1ccc(/C(O)=C2\C(=O)C(=O)NC2c2ccc(Cl)cc2Cl)cc1OC (centres undefined) | 14 | 0.6 | 7 | -0.1
Cc1cccc(C)c1NC(=O)COC(=O)CSc1nnc(N)s1 | -7 | 0.5 | -9 | -0.1
CC(=O)C(Cc1ccccc1)NC(=O)CN1CCc2ccccc2C1 (centres undefined) | 15 | -1.3 | -2 | 0.3
COc1cccc(/C=N/NC(=O)CNc2ccc(Cl)cc2C)c1 | -2 | 0.5 | 2 | -0.1
COc1cc(/C=N/NC(=O)c2ccc([N+](=O)[O-])cc2Cl)cc(OC)c1OC | 2 | 3.0 | 1 | -0.1
CC(C)COc1ccc(CSCCN=C(N)N)cc1Cl | 6 | 0.9 | -4 | 0.0
Cn1c(=O)[nH]c(N2CCC3(CC2)OCCO3)c(Cc2ccc(Br)cc2)c1=O | 25 | -0.4 | 7 | 0.1
Nc1ccc(NC(=O)CCCC(=O)O)cc1Cl | 4 | 0.2 | 1 | 0.8
O=[N+]([O-])c1ccccc1/C=C/C1N=C(c2ccccc2)NO1 (centres undefined) | 10 | 4.3 | -38 | -0.3
CCCCOC(=O)C1=C(C)NC(=O)NC1c1cc(OC)c(O)c(OC)c1 (centres undefined) | 0 | 1.9 | -2 | -0.1
O=C(N/C(=C\c1ccccc1)C(=O)N1CCOCC1)c1ccc(Br)cc1 | -3 | 1.0 | 4 | 0.4
O=C(N/N=C/c1ccc2c(c1)OCCO2)C(=O)Nc1cccc(Br)c1 | -9 | -0.6 | -4 | -0.1
COc1cccc2cc(C(=O)N(Cc3cccs3)C3CCCC3)c(=O)oc12 | -13 | -0.5 | -13 | 0.0
Cc1ccc(CNC(=O)Cn2cncn2)cc1 | 0 | -0.8 | -4 | -0.1
c1ccc(-c2nc3ncnc(NC4CC4)c3[nH]2)cc1 | 13 | 1.3 | 3 | -0.2
CCC(=O)Nc1nc2c(s1)C(=O)CC(C(=O)NCc1cccs1)C2 (centres undefined) | 3 | -1.0 | -11 | 0.6
Clc1cccc(-c2onc3ccc(Sc4ccc5noc(-c6cccc(Cl)c6)c5c4)cc23)c1 | 12 | 1.7 | 1 | 0.0
C=CCN1C(=O)/C(=C/c2cn(CC=C)c3ccccc23)C(=O)NC1=S | 24 | 0.1 | 2 | 0.1
CC(C)n1cnc2c(Nc3ccc(N4CCOCC4)cc3)nc(-c3ccccc3)nc21 | -5 | 3.0 | 10 | 0.1
Cc1ccc(C(=O)Nc2ccc(-c3nc4ccccc4o3)c(O)c2)cc1 | 14 | -0.7 | 6 | 0.0
CCSCc1nnc(SCC(=O)Nc2cccc(SC)c2)n1C | 13 | 0.4 | -1 | 0.2
Cc1ccc(S(=O)(=O)Nc2ccccc2/C(O)=C(\C#N)c2nc3ccccc3n2C)cc1 | -4 | 0.7 | -2 | -0.2
Cc1cc(C)n(CC(=O)N/N=C/c2sc(N3CCOCC3)nc2-c2ccccc2)n1 | -6 | -0.2 | 5 | -0.1
Cc1c(C(=O)N2CCCC2)oc2c1-c1nn(CC(=O)NCCCOC(C)C)cc1CC2 | -4 | 1.5 | 6 | 0.0
Cc1nc(-c2ccccc2)nc2[nH]c(C(C)C)cc(=O)c12 | 13 | -0.5 | 15 | 0.9
O=c1c2ccccc2ncn1CCCCOc1ccccc1Br | 6 | -0.9 | 2 | -0.2
NC1=NC(=O)C(CC(=O)Nc2ccc(N3CCCCC3)cc2)S1 (centres undefined) | 8 | -0.5 | -2 | 0.1
CCOc1ccc(C(=O)Nc2cccc(-c3nn4c(C)nnc4s3)c2)cc1 | 5 | 1.8 | -2 | 0.0
C[C@H](CCC(=O)O)[C@H]1CCC2C3C(=O)CC4CC(=O)CC[C@]4(C)C3CC(=O)[C@@]21C (some centres undefined) | -17 | 1.9 | -9 | 0.3
O=C1C(c2ccccc2)Nc2c3ccccc3nc(=S)n21 (centres undefined) | 9 | -0.9 | 8 | -0.3
c1ccc(C2Nc3cccc4cccc(c34)N2)cc1 | 8 | 2.3 | 11 | 0.0
COc1ccc(-c2nnc(NC(=O)C(C)C)o2)cc1 | 4 | 0.3 | -12 | 0.1
Other entries follow.
SMILES | MITF primary | GPR151 activ | TEAD-YAP inh | FBW7 act
O=[N+]([O-])c1ccccc1N=Cc1nc(-c2ccccc2)oc1O | 22 | -0.4 | -7 | 0.1
Cn1c(=NC(=O)c2c(F)cccc2F)sc2cc(S(C)(=O)=O)ccc21 | -8 | 3.5 | 9 | 0.2
COc1ccc(NC(=O)c2ccc(C)c(NC(C)=O)c2)cc1 | -9 | -1.2 | -23 | 0.1
O=C(N1CCCC1)C12CC3CC(C1)CC(C(=O)N1CCCC1)(C3)C2 | 5 | -0.5 | -4 | -0.2
COc1cc(C=C2C(=O)OC(C)(C)OC2=O)ccc1OCCc1ccccc1 | 17 | -8.2 | 31 | 1.1
Cc1cc(C)n2nc(C(=O)N/N=C/c3cccc(O)c3)nc2n1 | 18 | 0.3 | 3 | 0.2
O=C(O)COc1cc([N+](=O)[O-])cc2cccnc12 | 16 | 2.6 | -4 | -0.6
Cc1cc([N+](=O)[O-])ccc1NC(=O)C(Cc1ccccc1)N1C(=O)c2ccccc2C1=O (centres undefined) | 11 | 0.8 | -1 | 0.1
FC(F)(F)c1ccc(-c2[nH]ncc2-c2cnccn2)cc1 | 3 | 4.2 | 3 | -0.2
OCc1cc(-c2ccccc2Cl)no1 | 23 | -3.0 | -3 | 0.1
Cc1ccc(N2C(=O)SC(Nc3ccccc3)C2=O)cc1 (centres undefined) | 13 | 0.6 | -43 | 0.1
